GAA glycogen mod: alters human alpha-glucosidase cleavage of glycogen; P10253; recombinant GAA, glycogen substrate, Amplex Red glucose oxidase fluorescence; Potency, µM (top dose mostly 76.4 µM), without a hit: top-dose activity change, negative = inhibition, most hits filed as inhibitors; 300,000 tested, 0.38% active; AID 2100; active = well fitted inhibition curve with a large enough effect; inconclusive = small, poorly fitted or top-dose-only effect, or another doubt; inactive = no such curve, though single readings can be large or run the other way;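 also: 0% = full enzyme reaction and -100% = no-enzyme basal signal; the screen sought inhibitors and activators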
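Recombinant human alpha-glucosidase (4 nM final) hydrolysed bovine liver glycogen (30 ug) for 40 min at 37 C in pH 5.0 citrate/phosphate with 0.01% Tween-20. Released glucose detected by glucose oxidase/Amplex Red, Ex 573/Em 610 nm. Compounds up to 77 uM; AC50 from Hill fits.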
Numbers without * were called inactive; ? = inconclusive; [ ] = dose if it differs, or a comment. Potency is read from the fitted curve at half-maximal effect.

SMILES	GAA glycogen mod
COc1ccccc1C(=O)NCCC(=O)N(C)Cc1ccc(C)o1	-3%[76.3 µM]
COc1ccccc1NC(=O)CSc1nc2nccnc2c(=O)n1Cc1cccs1	-5%[76.3 µM]
Cc1ccccc1-c1nc(CS(=O)(=O)CC(=O)NC2CC2)c(C)o1	-15%[76.3 µM]
Oc1c(Cl)cc(Cl)cc1CNc1nccs1	6%[76.3 µM]
CC(C)C[C@@H](CSc1ccccc1)N1CCN(CCc2ccccc2)CCC1=O	0%[76.3 µM]
c1ccc2c3c([nH]c2c1)CCNC3	-3%
O=C(CSc1nnc(NC(=O)c2cccc(F)c2)s1)NCC1CCCO1 (stereo not drawn)	0%[76.3 µM]
CC(=O)Oc1ccc(/C=C(\NC(=O)c2ccco2)C(=O)NCc2ccco2)cc1	0%
COc1ccc(N2CC(C(=O)Nc3nnc(SCc4cccnc4)s3)CC2=O)cc1 (stereo not drawn)	-1%[76.3 µM]
O=C(/C=C/c1ccccc1Cl)Nc1cccnc1	-2%[76.3 µM]
CCOC(=O)N1CCN(C(=O)c2c(-c3ccccc3Cl)noc2C)CC1	17%
Cc1cccc(-n2ncc3c2CCCC3NC(=O)C2CCOCC2)c1C (stereo not drawn)	4%[76.3 µM]
CCOc1ccc(Br)cc1C(=S)N1CCCC1	17%[76.3 µM]
COc1ccccc1C(=O)NCCNc1ccc([N+](=O)[O-])cc1Cl	3%[76.3 µM]
Cn1c(=O)c2c(SCC(=O)N3CCCC3)nc(CC(C)(C)C)nc2n(C)c1=O	-3%[76.3 µM]
CC1C(=O)N2CCCc3cc(S(=O)(=O)NCCc4ccccc4)cc1c32 (stereo not drawn)	-4%[76.3 µM]
Cc1ccc(NC(=O)c2ccc3c(c2)OCO3)cc1Cl	-8%[76.3 µM]
CC1(C)Cc2c(sc(NC(=O)c3ccc(S(=O)(=O)N4CCCCCC4)cc3)c2C#N)C(C)(C)N1	-1%[76.3 µM]
CC(C)c1cc(CNC(=O)C2CCC(=O)N(Cc3ccccc3F)C2)on1 (stereo not drawn)	3%[76.3 µM]
Cc1ccccc1NC(=S)NC(=O)C1CCCCC1	1%[76.3 µM]

A different layout for 15 compounds above.
canonical_smiles | GAA glycogen mod
c1ccc2c3c([nH]c2c1)CCNC3 | -3%
O=C(CSc1nnc(NC(=O)c2cccc(F)c2)s1)NCC1CCCO1 (stereo not drawn) | 0%[76.3 µM]
CC(=O)Oc1ccc(/C=C(\NC(=O)c2ccco2)C(=O)NCc2ccco2)cc1 | 0%
COc1ccc(N2CC(C(=O)Nc3nnc(SCc4cccnc4)s3)CC2=O)cc1 (stereo not drawn) | -1%[76.3 µM]
O=C(/C=C/c1ccccc1Cl)Nc1cccnc1 | -2%[76.3 µM]
CCOC(=O)N1CCN(C(=O)c2c(-c3ccccc3Cl)noc2C)CC1 | 17%
Cc1cccc(-n2ncc3c2CCCC3NC(=O)C2CCOCC2)c1C (stereo not drawn) | 4%[76.3 µM]
CCOc1ccc(Br)cc1C(=S)N1CCCC1 | 17%[76.3 µM]
COc1ccccc1C(=O)NCCNc1ccc([N+](=O)[O-])cc1Cl | 3%[76.3 µM]
Cn1c(=O)c2c(SCC(=O)N3CCCC3)nc(CC(C)(C)C)nc2n(C)c1=O | -3%[76.3 µM]
CC1C(=O)N2CCCc3cc(S(=O)(=O)NCCc4ccccc4)cc1c32 (stereo not drawn) | -4%[76.3 µM]
Cc1ccc(NC(=O)c2ccc3c(c2)OCO3)cc1Cl | -8%[76.3 µM]
CC1(C)Cc2c(sc(NC(=O)c3ccc(S(=O)(=O)N4CCCCCC4)cc3)c2C#N)C(C)(C)N1 | -1%[76.3 µM]
CC(C)c1cc(CNC(=O)C2CCC(=O)N(Cc3ccccc3F)C2)on1 (stereo not drawn) | 3%[76.3 µM]
Cc1ccccc1NC(=S)NC(=O)C1CCCCC1 | 1%[76.3 µM]

New compounds follow:
SMILES	GAA glycogen mod
CCn1c(=O)c2ccccc2n(Cc2ccccc2C)c1=O	3%[76.3 µM]
COc1ccc(C(=O)N=C2SC3CS(=O)(=O)CC3N2c2ccc(C(C)=O)cc2)cc1 (stereo not drawn)	-6%[76.3 µM]
Cc1cc(=O)[nH]c(N2CCN(C(=O)c3ccco3)CC2)n1	0%
COC(=O)c1ccc(NC(=O)C(=O)c2c[nH]c3ccccc23)cc1	-15%[76.3 µM]
O=C(c1cc(-c2ccc(Br)cc2)on1)N1CCc2ccccc2C1	-9%
CCC1COCCS(=O)(=O)N1Cc1cccc(C(F)(F)F)c1 (stereo not drawn)	-2%[76.3 µM]
COc1ccc(N2C(=O)NC(NS(=O)(=O)c3ccccc3)(C(F)(F)F)C2=O)cc1 (stereo not drawn)	-7%[76.3 µM]
CCCCCc1ccc(-c2cn(Cc3ccc4ccccc4c3)nn2)cc1	14%[76.3 µM]
Cc1ccccc1C(=O)NNS(=O)(=O)c1cccc([N+](=O)[O-])c1	-1%[76.3 µM]
CC(C)C(=O)Nc1ccc2nn(-c3ccc(F)cc3)nc2c1	-5%[76.3 µM]
Cc1ccc(N(C(=O)CNC(=O)c2ccco2)C(C(=O)NC2CCCC2)c2ccncc2)cc1C (stereo not drawn)	5%
Fc1ccc(-c2ccc(CNCc3ccccn3)o2)cc1Cl	2%[76.3 µM]
O=C(C1CCN(C2CCN(Cc3ccsc3)CC2)CC1)N1CCOCC1	1%[76.3 µM]
COc1ccc(C2c3ccc4ccccc4c3Oc3ncn(CCO)c(=N)c32)cc1 (stereo not drawn)	-5%
COc1ccc(OC)c(N(CC(=O)NCCSC2CCCCC2)S(=O)(=O)c2ccccc2)c1	0%[76.3 µM]
COc1ccc(N2CCN(C(=O)c3ccccc3N(C)S(=O)(=O)c3ccccc3)CC2)cc1	-2%[76.3 µM]
CCCCCCc1ccc(N2C[C@H](C)[C@@H](CC(=O)NCc3ccccc3)C2=O)cc1	9%[76.3 µM]
COc1ccc(S(=O)(=O)N2CCC(C(=O)NCc3ccncc3)CC2)cc1	-15%[76.3 µM]
Cc1sc2nc(SCC(=O)Nc3ccccc3F)[nH]c(=O)c2c1C	6%
Cc1ccc(OCc2ccc(-c3ccccc3)cc2)c([N+](=O)[O-])n1	0%
Cc1ccc(NC(=S)N2CCC(NC(=O)c3ccco3)CC2)cc1C	1%[76.3 µM]
COCCCn1c(=S)[nH]c2sc3c(c2c1=O)CCCC3	-1%
O=C(Cn1cnc2ccccc2c1=O)NCCC(=O)Nc1ccccc1C(F)(F)F	-2%[76.3 µM]
COc1cc(/C=C2/C(=N)N3C(=NC2=O)SN=C3S(C)(=O)=O)ccc1OS(=O)(=O)c1ccc(C)cc1	-2%[76.3 µM]
O=C(N/C(=C\c1ccco1)C(=O)N1CCCC1)c1ccccc1	0%
CCOC(=O)C1CCN(C(=O)CNC(=O)c2nn(-c3ccc(OC)cc3OC)c(=O)c3ccccc23)CC1	-17%
Cc1oc2c(C)c3oc(=O)c(CC(=O)N[C@@H](CCCNC(N)=O)C(=O)O)c(C)c3cc2c1C	5%
CSc1nc2ccc(NC(=O)c3ccccn3)cc2s1	5%[76.3 µM]
CCOc1ccc2oc(C(=O)N3CCN(Cc4ccccc4)CC3)c(C)c2c1	-1%
O=C(CN1C(=O)S/C(=C\c2ccccc2)C1=O)NC1CCS(=O)(=O)C1 (stereo not drawn)	-12%[76.3 µM]
CN1CCN(S(=O)(=O)c2ccc(Cl)s2)CC1	1%[76.3 µM]
COc1ccc(C)cc1S(=O)(=O)Nc1cccc(-c2ccc(N3CCCCCC3)nn2)c1	-9%[76.3 µM]
CC(=O)OCC(=O)[C@@]1(O)CC[C@H]2[C@@H]3CCC4=CC(=O)C=C[C@]4(C)[C@H]3C(=O)C[C@@]21C	1%
COc1ccc(/C(O)=C2/C(=O)C(=O)N(CCCN3CCOCC3)C2c2ccc(OC)cc2)cc1 (stereo not drawn)	10%[76.3 µM]
Cc1ccc(S(=O)(=O)NC(Cc2ccccc2)C(=O)O)cc1C (stereo not drawn)	0%
O=C(N/C(=C/c1ccccc1F)C(=O)N1CCCCC1)c1ccccc1	2%
O=C(CN(C(=O)c1csnn1)c1ccccc1)NCc1ccc2c(c1)OCO2	3%
COc1ccc(C(=O)C=CNNC(=O)c2ccc(Cl)cc2)cc1	?
CN(C)c1cc2c(cc1NC(=O)c1ccccc1Cl)n(C)c(=O)n2C	-2%[76.3 µM]
O=C(NCC(=O)c1ccccc1)OCc1ccc([N+](=O)[O-])cc1	0%[76.3 µM]
O=C(O)C1CCN(C(=O)CSc2nc3ccccc3c(=O)n2Cc2ccccc2)CC1	-2%
Fc1ccccc1NC(=S)N1CCOCC1	-6%
CCCCn1c(=O)[nH]c(=O)c2c1nc(-c1ccc(OC(F)F)c(OC)c1)n2C	-1%
CCc1cc(=O)oc2cc(C)cc(OCC(=O)NC(Cc3c[nH]c4ccc(O)cc34)C(=O)O)c12 (stereo not drawn)	?
C=CCn1c(SCC(=O)NC2CCCC2)nc2c([nH]c3ccccc32)c1=O	1%[76.3 µM]
N#C/C(=C\c1cc2c(cc1Br)OCO2)c1ccc(C(=O)O)cc1	0%[76.3 µM]
CCCNC(=O)COc1coc(CN2CCN(c3cccc(Cl)c3)CC2)cc1=O	9%[76.3 µM]
CN(C)CCCNS(=O)(=O)c1ccc(-n2nnc3ccccc32)c([N+](=O)[O-])c1	-2%
O=C(Cc1ccc2ccccc2c1)Nc1ccccc1Br	-1%[76.3 µM]
Cc1cc(Cl)cc(C)c1OCCNCc1ccccc1	20%[76.3 µM]
Cc1cc2ncn(C(=O)c3ccc(F)cc3)c2cc1C	6%[76.3 µM]
COc1cccc(C(=O)N2CCC(C(=O)NCc3ccco3)CC2)c1	-1%
Cc1cccc(-n2ncc3c(NNC(=O)c4ccco4)ncnc32)c1	-1%[76.3 µM]
Cn1c(CNC(=O)c2ccco2)nnc1SCC(=O)N1CCN(c2ccccc2F)CC1	1%
COc1ccc(N2CCN(C(=O)c3cc4ccccc4o3)CC2)cc1	-22%
COc1ccc(OC)c(NC(=O)CCc2nnc3ccc(NCc4ccco4)nn23)c1	3%[76.3 µM]
NCC(=O)NNC(=O)OCC1c2ccccc2-c2ccccc21	-10%[76.3 µM]
COc1ccc(NC(=O)Cn2c(=O)n(CC3CCCO3)c(=O)c3cc(OC)c(OC)cc32)cc1OC (stereo not drawn)	19%[76.3 µM]
OC(COc1ccc(Br)cc1)CN1CCC(Cc2ccccc2)CC1 (stereo not drawn)	0%[76.3 µM]
COc1ccc(/C=C(/NC(=O)c2ccccc2)C(=O)NCC2CCCO2)cc1 (stereo not drawn)	1%
Other records follow:
SMILES	GAA glycogen mod
COCCCN(C(=O)CC1OC(=O)c2ccccc21)c1c(N)n(Cc2ccccc2)c(=O)[nH]c1=O (stereo not drawn)	-4%[76.3 µM]
O=C1CCC([N+](=O)[O-])C(c2ccccc2F)N1 (stereo not drawn)	3%
O=C(O)C1CCC(N2C(=O)c3cccc([N+](=O)[O-])c3C2=O)CC1 (stereo not drawn)	-1%[76.3 µM]
CCc1ccc(NC(=O)C2CCN(S(=O)(=O)c3cnc[nH]3)CC2)cc1	-6%[76.3 µM]
Cc1cc2c(cc1S(=O)(=O)N(C)Cc1ccccc1)OCC(=O)N2	11%[76.3 µM]
COc1ccc(CCN(C)C/C=C/c2ccccc2)cc1OC	-3%[76.3 µM]
O=C(CN1C(=O)c2ccccc2C1=O)NCc1ccc(C(=O)O)cc1	0%
COc1ccc(NC(=O)c2cccc3c(Br)cccc23)cc1	-6%[76.3 µM]
CC(C)C(OC(=O)c1nsc(Cl)c1Cl)C(=O)NC1CCCCC1 (stereo not drawn)	10%
CCC(=O)Nc1cccc(-c2ccc(N3CCCCC3)nn2)c1	-1%[76.3 µM]
CCOc1ccc(N(CC(=O)NCCc2ccc(C)cc2)S(=O)(=O)c2c(C)noc2C)cc1	1%[76.3 µM]
COc1ccccc1OCCCOc1cccc(/C=C2\SC(=O)NC2=O)c1	-9%[76.3 µM]
CC1C(=O)N(Cc2ccccc2F)c2ccccc2N1C(=O)c1c(F)cccc1F (stereo not drawn)	3%
CC(=O)c1cccc(Nc2nc(-c3sc(C)nc3C)cs2)c1	4%[76.3 µM]
CCOC(=O)c1ccc(-c2ccc3[nH]c4ccccc4c(=O)c3c2)cc1F	-15%[76.3 µM]
NNC(=O)CC1NCCN(Cc2ccccc2)C1=O (stereo not drawn)	-1%
COc1ccc(Cl)cc1S(=O)(=O)NCc1nc2nc(C)cc(C)n2n1	-5%[76.3 µM]
Cc1cc(C)cc(NC(=O)CN2CCN(C(=O)C3CCCO3)CC2)c1 (stereo not drawn)	2%[76.3 µM]
CCCCN(C)CCCNC(=O)CN1N=C(c2ccc(Cl)cc2)CCC1=O	-3%
COC(=O)c1c(C(=O)OC)c(-c2ccc(F)cc2)n2c1CS(=O)(=O)C2	2%
O=C1CSC(=S)N1/N=C/c1ccc(C(F)(F)F)cc1	0%
O=C1/C(=C\c2cc(Cl)c(O)c(Cl)c2)SC(=S)N1Cc1ccccc1	-2%
CN1CCC(OC(=O)c2ccccc2)CC1	-3%
NC(=O)c1nsc(C(=O)N(Cc2cccnc2)C(C(=O)NC2CCCC2)c2ccc(F)cc2)c1N (stereo not drawn)	3%
CCOc1ccc(S(=O)(=O)NCC2CCCO2)c2ccccc12 (stereo not drawn)	11%[76.3 µM]
Nc1cc(N2CCCCCC2)c2nonc2c1[N+](=O)[O-]	-3%
COc1ccccc1N1CCN(c2ncnc3sc(C)c(-c4ccccc4)c23)CC1	1%
COc1ccc(Cc2nnc(NN)[nH]c2=O)cc1OC	-2%
O=C(N/N=C/c1ccc2c(c1)OCO2)c1ccc2c(c1)OCO2	0%[76.3 µM]
CSCC[C@H](NC(=O)[C@H]1CC[C@H](CNC(=O)[C@@H](N)Cc2ccccc2)CC1)C(=O)O	2%
COCCCn1c(=O)c2sccc2n2c(CCCC(=O)N(C)Cc3ccco3)nnc12	-12%

Assay outcomes as filed in PubChem BioAssay.

Not all compounds are listed; the hit share may differ from the screen's.
